# Screening data deposited in PubChem BioAssay by several laboratories.
# NR2E3 ag-1 – NR2E3 (human) agonism; GST-NR2E3/biotin-RetCOR TR-FRET, 1536-well; Q9Y5X4; actives 0.12% (n = 320,000); inhibition of corepressor binding, % at 4.78 µM; AID 2300;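 active = percent inhibition above the cutoff of mean plus 3 SD of all tested compounds, set per screening campaign, cut at about 20% in these data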;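 also: 0% = DMSO wells and 100% = biotin wells as full block of FRET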
#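 System: GST-tagged NR2E3 plus biotinylated RetCOR corepressor; Amount: 1.35 nM GST-tagged NR2E3 final; Dosing: single nominal compound dose of 4.8 µM; Schedule: 5 h incubation at 4 °C; Technique: TR-FRET with europium anti-GST and streptavidin-D2, 340 nm excitation; Controls: biotin wells as high control, 0.6% DMSO wells as low control.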
# TRPM1 prom inh – MITF TRPM1 promoter inhibition in SK-MEL-5 cells; SK-MEL-5 TRPM1 promoter luciferase, 24 h; inhibition, % at 12.5 µM; actives 0.83% (n = 330,000); AID 488899;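 active = mean inhibition across replicates of 60% or more, whatever share of single replicates reaches that level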; also: values of inactives mirror those of a sister screen read the other way
# CaV13 ICDI inh – Primary screen for inhibitors of IQ motif and Ca2+-dependent inactivation inhibitor domain binding in CACNA1D, Förster resonance energy transfer in living cells, … | actives 0.098% (n = 340,000) | HEK cells, CFP/YFP FRET ICDI-IQ, plate reader, 10 min; percent FRET-ratio fall versus neutral wells | inhibition, % at 12.3 µM | AID 743397;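 active = mean replicate inhibition of at least 30% and at least 1% of replicates passing that level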;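 also: 0% = median of the neutral control wells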
# Peg3 promoter – inhibitors of Peg3 promoter; actives 1.7% (n = 360,000); inhibition, % at 20 µM; HeLa PEG-Prom luciferase reporter, luminescence, overnight; AID 588405;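 active = inhibition of at least 50% at 20 µM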
# H9c2 protect – modulators protecting cardiomyocytes from myocardial damage; actives 0.63% (n = 360,000); protection from H2O2 cell death, % at 20 µM; AID 588492; H9c2 cardiomyocytes, H2O2 injury protection, ATPLite, 2 h;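 active = compounds giving at least 50% protection of heart cells from peroxide-induced death in the single-dose screen, raw or plate-pattern-corrected value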;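 also: 0% = DMSO wells with peroxide and 100% = DMSO wells without peroxide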
# Shn3 3UTR inh – inhibitors of Schnurri-3 3'UTR reporter in osteoblasts. Clone20 osteoblast Shn3 3'UTR firefly luciferase, 24 h. actives 0.52% (n = 360,000). AID 588674. inhibition, % at 12.5 µM;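 active = mean inhibition of at least 75% with every replicate also reaching 75%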;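 also: 0% = median of neutral control wells and 100% = pilot-screen positive control compound; some compounds past the cut are filed as inactive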
# HTR2A ag – activates the mouse 5-HT2A serotonin receptor. AID 624169. CHO-K1 mHTR2A beta-arrestin complementation, luminescence; percent of 30 µM serotonin response. activation, % at 7.6 µM. P35363. actives 0.66% (n = 360,000);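 active = activation above a run cutoff, the mean activation of all tested compounds plus 3 SD, cut at about 14% in these data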;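 also: 0% = plate median of compound wells and 100% = 30 µM serotonin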
# Target sequence (P35363 whole entry, looked up): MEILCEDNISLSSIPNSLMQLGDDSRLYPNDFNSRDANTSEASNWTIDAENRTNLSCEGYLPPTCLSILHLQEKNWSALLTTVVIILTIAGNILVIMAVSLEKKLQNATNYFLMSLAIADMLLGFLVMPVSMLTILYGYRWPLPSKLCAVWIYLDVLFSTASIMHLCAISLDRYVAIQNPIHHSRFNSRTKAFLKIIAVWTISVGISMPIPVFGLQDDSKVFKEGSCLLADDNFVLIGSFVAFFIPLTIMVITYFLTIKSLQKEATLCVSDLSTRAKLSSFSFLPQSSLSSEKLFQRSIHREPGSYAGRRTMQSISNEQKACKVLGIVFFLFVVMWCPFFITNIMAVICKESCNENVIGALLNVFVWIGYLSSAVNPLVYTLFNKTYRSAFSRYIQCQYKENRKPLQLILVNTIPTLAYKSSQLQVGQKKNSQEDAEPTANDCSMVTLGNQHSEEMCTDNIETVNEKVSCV
# HIF-2a inh – inhibitors of HIF-2a; actives 0.72% (n = 360,000); 786-0 RCC cells HIF-2a reporter, luciferase luminescence, overnight; AID 624352; inhibition, % at 18.8 µM;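 active = inhibition of the luminescence signal of 40% or more relative to plate controls, in a single-dose primary screen at 18.75 µM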
# NR2E3 ag-2 – human photoreceptor-specific nuclear receptor agonism. inhibition of corepressor binding, % at 3.98 µM. Q9Y5X4. AID 602229. actives 0.35% (n = 360,000). CHO-S Gal4-NCOR/VP16-NR2E3 two-hybrid, luciferase;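 active = inhibition above the mean of all tested compounds plus 3 SD, cut at about 70% in these data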;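 also: 0% = DMSO with NR2E3 transfected cells and 100% = cells lacking NR2E3 construct; higher means lower luciferase signal from less NR2E3 corepressor binding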
# iPSC survival up – enhancers of human iPSC single-cell survival; AID 602274; actives 0.044% (n = 360,000); survival enhancement, % at 20 µM; hiPSC single-cell survival, ATPlite luminescence; 100% = ROCK inhibitor wells, 0% = DMSO; in the data active = survival enhancement above about 18%;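 also: cells exposed to compounds for 16 hours before the ATP read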
# PDI inh – inhibitors of human protein disulfide isomerase | P07237 | PDI insulin aggregation turbidity, A650, 90 min | inhibition, % at 10 µM | actives 0.052% (n = 350,000) | AID 588391;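 active = mean inhibition across replicates of 30% or more, whatever share of single replicates reach that level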;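 also: absorbance from insulin aggregation driven by PDI reduction with DTT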
# Target sequence (P07237 whole entry, looked up): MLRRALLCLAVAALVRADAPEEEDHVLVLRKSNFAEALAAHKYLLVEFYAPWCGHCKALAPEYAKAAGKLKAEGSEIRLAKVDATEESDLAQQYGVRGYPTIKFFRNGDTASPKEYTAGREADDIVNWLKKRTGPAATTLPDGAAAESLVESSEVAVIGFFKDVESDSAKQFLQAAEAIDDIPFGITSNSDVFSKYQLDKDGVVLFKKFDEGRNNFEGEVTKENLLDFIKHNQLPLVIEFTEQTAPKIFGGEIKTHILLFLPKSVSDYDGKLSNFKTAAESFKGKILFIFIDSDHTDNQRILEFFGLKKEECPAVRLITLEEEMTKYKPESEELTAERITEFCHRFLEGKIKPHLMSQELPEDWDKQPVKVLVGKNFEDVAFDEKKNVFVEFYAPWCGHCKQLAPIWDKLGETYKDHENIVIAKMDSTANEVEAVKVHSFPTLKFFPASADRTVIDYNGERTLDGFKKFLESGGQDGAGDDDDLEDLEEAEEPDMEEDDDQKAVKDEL
# An asterisk follows results filed as active; . = no result given. Outcome played no part in choosing rows (roughly 3.9% active in at least one column).
SMILES,NR2E3 ag-1,TRPM1 prom inh,CaV13 ICDI inh,Peg3 promoter,H9c2 protect,Shn3 3UTR inh,HTR2A ag,HIF-2a inh,NR2E3 ag-2,iPSC survival up,PDI inh
CN(C)c1ccc(/C=N/NC(=O)CCCO)cc1,1,-3,-4,-54,-2,-13,-1,-53,-9,0.1,5
C=CCn1c(=O)c2c3c(sc2n2c(Nc4ccc(C(=O)OCC)cc4)nnc12)CCCC3,-3,1,.,21,8,-5,10,15,1,2.0,-5
CCOc1ccc(NCCC#N)cc1,-5,-3,-3,-9,4,-11,5,2,-2,3.1,-3
O=C(c1ccc(N2C(=O)c3ccccc3C2=O)cc1)N1CCN(S(=O)(=O)c2ccccc2F)CC1,.,.,-6,10,1,10,-1,9,-15,1.0,-88
CCc1ccc(NC(=O)CN(c2ccc(OC)cc2)S(=O)(=O)c2c(C)[nH]c(=O)[nH]c2=O)cc1,-3,-3,-5,1,0,-11,0,11,8,-0.5,-3
C=CCNC(=O)c1onc(CSc2cccc(Cl)c2)c1C(=O)O,6,-1,.,0,-3,-6,3,11,-15,0.3,2
COc1ccccc1NC(=O)c1nn(-c2ccc(F)c(F)c2)ccc1=O,2,-26,.,-16,27,4,-1,3,16,3.1,-7
O=C1NC[C@@H](CCCCN2CCN(CCc3ccc(O)cc3)C(=O)C2=O)N(CCC2CCCCC2)C1=O,.,.,-3,.,.,.,2,-2,-6,0.2,.
CCC(CC)C(=O)c1c[nH]c(C(=O)NCCCN2CCOCC2)c1,0,3,-3,1,-3,-19,-3,11,-8,0.9,2
CCN(CC)S(=O)(=O)c1ccc(Cl)c(NC(=O)c2cc(Cl)cc(Cl)c2)c1,1,-2,-5,10,-7,-12,-1,21,1,-1.8,9
O=S(=O)(NCCc1ccccc1)c1ccc(F)cc1,-4,-9,7,22,-5,-10,10,-9,1,-0.5,-1
C=CCn1c(SCC(=O)Nc2cc(C)c(Cl)cc2OC)nnc1-c1ccco1,-1,6,-8,24,-1,10,3,14,12,2.9,-7
COc1cccc(NS(=O)(=O)c2ccc3c(c2)CCN3C(C)=O)c1,-1,10,-4,15,-12,63,1,10,67,0.7,2
CCc1ccc(CCC(=O)Nc2sc(C)c(C)c2C(=O)OC)o1,4,15,-7,23,-11,4,0,15,7,1.6,-2
Cc1ccc(C(=O)n2nc(-c3ccccc3)nc2NCc2ccco2)cc1,-7,-21,-8,-68,-6,-15,-3,-68,-4,-2.3,1
Cc1ccc(C(=O)NCCn2c(N)c(C#N)c3nc4ccccc4nc32)cc1,2,-11,-5,-17,3,6,-2,1,-4,-1.6,0
Cc1c(NS(=O)(=O)c2cccc(C(=O)Nc3ccccc3)c2)c(=O)n(-c2ccccc2)n1C,2,4,-5,-3,5,2,-4,7,25,2.8,-5
COc1cc(/C=N/NC(=O)c2nnn(-c3nonc3N)c2C)ccc1OCc1ccc(Cl)cc1,.,.,-4,-103,-5,18,-3,-15,-57,-3.3,-13
O=C(NC1CCCCC1)C1CCN(S(=O)(=O)N2CCOCC2)CC1,1,7,-4,-2,11,-25,0,-6,-13,10,2
CC(C)(C)OC(=O)N(CCc1ccccc1)Cc1ccc(OCc2cccc(NC(=O)/C=C/c3ccccc3)c2)cc1,.,2,-7,-66,-12,1,-4,-19,-36,-1.9,0
CC(C)(C)c1ccc(-c2nnc(SC3CCOC3=O)n2Cc2ccccc2)cc1 (stereo not drawn),-1,4,-5,6,-6,4,3,31,15,-1.1,-14
Cc1cnc(C=NNC(N)=S)c2cccc(N)c12,.,66*,-7,32,11,85,2,-12,19,-2.6,1
Cn1c(/C=N/c2nc3ccccc3[nH]2)nc2ccccc21,-1,-13,-4,-130,46,-4,-5,-211,-73,-4.9,4
COc1ccc2[nH]cc(/C=C/c3cc[n+](C)cc3)c2c1,-13,-2,-7,4,-4,1,-16,3,22,-0.6,5

# 3 compounds from above, showing only Shn3 3UTR inh, NR2E3 ag-2 and HIF-2a inh:
smiles	Shn3 3UTR inh	NR2E3 ag-2	HIF-2a inh
COc1cc(/C=N/NC(=O)c2nnn(-c3nonc3N)c2C)ccc1OCc1ccc(Cl)cc1	18	-57	-15
O=C(NC1CCCCC1)C1CCN(S(=O)(=O)N2CCOCC2)CC1	-25	-13	-6
CC(C)(C)OC(=O)N(CCc1ccccc1)Cc1ccc(OCc2cccc(NC(=O)/C=C/c3ccccc3)c2)cc1	1	-36	-19

# (list continues)
SMILES,NR2E3 ag-1,TRPM1 prom inh,CaV13 ICDI inh,Peg3 promoter,H9c2 protect,Shn3 3UTR inh,HTR2A ag,HIF-2a inh,NR2E3 ag-2,iPSC survival up,PDI inh
O=C(CC(=O)NN=Cc1ccc2c(c1)CCC2)NN=Cc1ccc2c(c1)CCC2,.,-8,-11,-1,4,12,0,-11,-6,6.5,-9
CCOC(=O)c1c(Cc2ccccc2)c[nH]c1C,0,-44,-1,-97,-2,-24,-6,-180,-22,1.4,1
CC1CN(C(=O)N2CCOCC2)CCN1C(=O)N1CCOCC1 (stereo not drawn),4,-10,-5,6,8,2,-1,11,-6,-2.6,6
CCOc1ccccc1OCCOCCN1CC(C)OC(C)C1 (stereo not drawn),-1,5,-8,11,2,5,-1,8,-12,0.7,-4
CC(C)CNC(=O)COC(=O)c1c2c(nc3ccccc13)CCC2,-3,9,-4,1,3,8,4,8,-22,-0.4,-5
Cc1c(NC(=O)C(C)N2C(=O)c3ccccc3C2=O)c(=O)n(-c2ccccc2)n1C (stereo not drawn),1,0,.,15,5,-6,3,19,0,6.0,9
COc1ccc2c(C#CCCO)c(-c3ccc(S(C)(=O)=O)cc3)sc2c1,.,-2,-5,50*,-20,-9,5,10,10,-0.9,-2
CC(=O)c1sc(C(C)(C)C)cc1NC(=O)CCC(=O)O,6,-2,-11,4,6,-2,4,15,-1,0.0,3
COC(=O)c1[nH]c2cc(OC)ccc2c1NC(=O)CN1CCC(C(N)=O)CC1,1,9,-5,10,10,6,1,-20,-17,1.2,-8
COc1ccc(C(=O)N/N=C\c2coc3ccc(C)cc3c2=O)cc1,-3,1,-6,2,-7,4,0,10,-6,-0.5,2
CCOc1ccc(NC(=O)CN(C)C(=O)c2c(C)noc2C)cc1OCC,-2,-3,-5,0,1,7,3,8,14,-0.4,-9
Cc1cc(C)nc(NC(=S)Nc2ccc(Br)cc2Cl)c1,-2,6,-10,-8,-9,1,1,-32,-10,-1.7,-2
N#CCCn1cc(C(=O)Nc2ccc(C(=O)O)cc2)c(-c2cccs2)n1,2,5,-9,7,3,1,0,-4,-15,-2.1,-9
Cc1ccc(CN2CCN(Cc3ccon3)CC2CCO)cc1 (stereo not drawn),0,-3,-4,5,-1,-7,4,10,-7,0.5,-3
CC(=O)N1c2ccc(S(=O)(=O)N3CCCC3C(=O)Nc3ccc(C)cc3)cc2CC1C (stereo not drawn),0,-8,-3,0,-14,8,-2,-18,-9,0.6,.
COC(=O)C(Cc1ccc(O)cc1)NC(=O)CCC(=O)Nc1ccc(S(N)(=O)=O)cc1 (stereo not drawn),-1,-1,.,14,3,8,10,27,-13,-0.3,16
CCn1c(NC(=O)Nc2cccc(C)c2C)cc2sccc21,0,.,-8,-49,3,-5,-7,-120,-8,-2.0,0
CC(=O)Nc1ccc(NC(=O)CCn2cnnn2)cc1,-2,-3,-5,-2,10,0,-1,22,-9,-0.4,-3
O=C(O)c1cc(=O)c2c(Cl)cc(Cl)cc2[nH]1,6,-7,-6,-17,4,-18,6,8,5,3.6,5
Cc1cccc(S(=O)(=O)N(C)C[C@H]2OCc3cnnn3CCCC(=O)N([C@@H](C)CO)C[C@H]2C)c1,.,.,-3,-5,1,0,3,9,-15,-1.6,4
CC(C(=O)c1ccc(Br)cc1)[n+]1cccc2ccccc21 (stereo not drawn),1,-2,-4,23,-16,28,-1,4,-34,-0.4,1
COC(=O)c1c(Oc2nc(OC)cc(OC)n2)cccc1Oc1nc(OC)cc(OC)n1,-2,0,-5,9,18,-3,0,7,4,1.2,-1
Cc1cc(Cl)ccc1C(=O)C1CCCN(C(=O)c2cccc(N3CCCC3=O)c2)C1 (stereo not drawn),4,5,-6,-9,2,10,12,-9,-11,-0.5,-1
CC(=O)Nc1ccc(S(=O)(=O)N2CCN(c3nnnn3-c3ccccc3)CC2)cc1,-2,4,-14,2,0,-28,0,12,3,-0.6,-5
COC(=O)c1c(C)oc2ccc(OC(=O)N3CCOCC3)cc12,-5,3,.,16,2,7,-3,13,33,0.0,-7
CC(C)N(C(=O)COC(=O)CCC(=O)c1cccs1)c1ccccc1,.,-2,-5,-4,2,-5,8,-6,9,3.4,2
COC(=O)c1cc(S(=O)(=O)NCCc2cccc(C)c2)cn1C,2,-6,-13,6,-5,-2,-2,0,10,-0.2,-4
CCc1nnc(NC(=O)C2CCCN2C(=O)NC2CCCCC2)s1 (stereo not drawn),0,6,-8,18,-1,-3,1,13,-5,-1.1,0
CC(C)(C)C(=O)OCc1nc(-c2ccc(C(F)(F)F)cc2)cs1,2,-23,-5,-52,-23,11,9,-61,20,-0.6,-5
COc1ccc(C2CC(=O)c3cnc(NC(=O)c4cccc(OC)c4)nc3C2)cc1 (stereo not drawn),3,7,-6,10,8,-4,-5,27,-18,-1.2,-2
O=C(Nc1ccn(Cc2cccc3ccccc23)n1)c1cccnc1,1,17,-2,6,-5,-19,4,13,9,1.0,-16
Cc1cc2cc3c(=O)[nH]c(=O)nc-3n(CC(O)C(O)C(O)CO)c2cc1C (stereo not drawn),.,0,0,-10,-2,4,-1,6,-14,-1.8,-5
O=S(=O)(Nc1nc2ccccc2nc1NCCN1CCOCC1)c1cccc(Cl)c1,0,14,-5,4,4,5,0,10,2,3.0,0
Cc1ccc(COC(=O)CCN=C2NS(=O)(=O)c3ccccc32)cc1,1,4,-6,8,-5,21,-3,14,-21,0.3,2
CCOc1ccc(CCNS(=O)(=O)c2ccc3c(c2)NC(=O)CC(=O)N3)cc1OCC,3,-3,-20,7,9,-23,3,13,4,0.2,-11
O=C(NNC(=O)C1CCCCC1)c1cnccn1,-4,-8,-8,1,7,11,-1,12,-26,1.5,16
COc1ccc(C2(CNC(=O)Cc3ccc(OC)c(OC)c3)CCOCC2)cc1,1,1,-4,21,6,11,-5,23,10,-1.0,22
COc1ccc(C(=O)Nc2ccc(C(=O)N3CCCCC3C)cc2)c(OC)c1OC (stereo not drawn),-2,0,-6,1,4,0,0,-3,28,0.0,-7

# Full records from above. Values in the order: NR2E3 ag-1	TRPM1 prom inh	CaV13 ICDI inh	Peg3 promoter	H9c2 protect	Shn3 3UTR inh	HTR2A ag	HIF-2a inh	NR2E3 ag-2	iPSC survival up	PDI inh
# `COC(=O)c1c(Oc2nc(OC)cc(OC)n2)cccc1Oc1nc(OC)cc(OC)n1` reads -2	0	-5	9	18	-3	0	7	4	1.2	-1
# `CCc1ccc(NC(=O)CN(c2ccc(OC)cc2)S(=O)(=O)c2c(C)[nH]c(=O)[nH]c2=O)cc1` reads -3	-3	-5	1	0	-11	0	11	8	-0.5	-3
